DRD3 agonist: activates the human D3 dopamine receptor | D3R DiscoveRx beta-arrestin cells, luminescence, 90 min | P35462 | 410,000 tested, 0.58% active | max activation, %; in the data active means max activation above about 30%; further: 0% is about no effect; mostly tested at two doses, the higher about 12 µM
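Cells at 1500/well, incubated overnight, then treated with pinned compounds (dopamine as control) for 90 min at 37 degrees C. DiscoveRx reagent added for 30 - 60 minutes at room temperature; luminescence read.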
D3 antag: D3 dopamine receptor (human) antagonism | P35462 | D3R cells, DiscoveRx beta-arrestin luminescence, antagonist mode; stronger effect = lower value | max response, negative = inhibition, % | 360,000 tested, 2.5% active | AID 652054; in the data active means max response below about -50%; inconclusive means no clear call, values can overlap the other calls; further: on the % scale 0 is the no-effect control and ±100 the full control effect; mostly tested at two doses, the higher about 12 µM
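Cells expressing the human receptor were seeded at 1500 cells/well, incubated overnight at 37 degrees C in 5% CO2, then exposed to library compounds with dopamine controls for 90 minutes at 37 degrees C before luminescent detection.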
PTHR1 agonist: activates the human parathyroid hormone receptor PTHR1; Q03431; HEK293 GP2 PTHR1 cells, GloSensor cAMP luminescence, 1 h; Potency, µM (series often up to 115 µM), inactives show top-dose activation, usual class: activators; 410,000 tested, 0.075% active; AID 743266; further: potency means the concentration at half of the fitted maximal effect; nearly all actives have a fitted effect of over 55% in size; some results filed as inactive show a strong effect at the top dose; inactives centre near -15; many of its hits are not listed in these tables
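HEK-293-derived GP2 cells expressing PTHR1 and a GloSensor cAMP reporter, 3,000/well, plated overnight, given luciferin plus IBMX (each 0.5 mM as added) for 1 h at 37 °C, then compound for 1 h at 37 °C. Luminescence was read after 15 min at room temperature.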
CCT modulator: changes cytosolic chaperonin activity. AID 651819. activity change, % (no concentration beside the values), hits read low. purified chaperonin ATPase assay, HTRF ADP detection, 30 min. 360,000 tested, 0.3% active; in the data active means activity change below about -30%; further: on the % scale 0 is the no-effect control and ±100 the full control effect
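TRiC at 40 or 20 nM final (batch-dependent) in 30 mM Tris pH 7.4, 100 mM KCl, 5 mM MgCl2, 1 mM DTT, with compound at single 76 uM and 10 uM ATP, 30 min at 37 deg C. ADP detected by HTRF Transcreener, 665/615 ratio.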
Mm-Cpn inhibitor: inhibitors of Methanococcus maripaludis chaperonin (MmCpn) | purified Mm-Cpn ATPase, ADP Transcreener TR-FRET | Potency, µM (doses to about 76.9 µM), for inactives: at the top dose activity, negative = inhibition, most hits filed as inhibitors | 330,000 tested, 0.031% active; further: potency means the concentration at half of the fitted maximal effect; on the % scale 0 is the no-effect control and ±100 the full control effect; nearly all actives have a fitted effect of over 80% in size
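25 nM Mm-CPN + cpd, 10 min 37°C; + 10 uM ATP, 30 min 37°C; buffer 30 mM Tris pH 7.4, 100 mM KCl, 5 mM MgCl2, 1 mM DTT; Transcreener ADP HTRF detection 30 min RT.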
EPAC2 antag: EPAC2 (human) antagonism. AID 720708. EPAC2 GEF exchange of Rap1B-BODIPY-GDP, fluorescence. Q8WZA2. 360,000 tested, 0.18% active. Potency, µM (highest dose often 114 µM), for the others: at the top dose activity, negative = inhibition, actives largely listed as inhibitors; further: potency means the concentration at half of the fitted maximal effect; on the % scale 0 is the no-effect control and ±100 the full control effect; nearly all actives have a fitted effect of over 45% in size; many of its hits are not listed in these tables
Target sequence (Q8WZA2 whole entry, looked up): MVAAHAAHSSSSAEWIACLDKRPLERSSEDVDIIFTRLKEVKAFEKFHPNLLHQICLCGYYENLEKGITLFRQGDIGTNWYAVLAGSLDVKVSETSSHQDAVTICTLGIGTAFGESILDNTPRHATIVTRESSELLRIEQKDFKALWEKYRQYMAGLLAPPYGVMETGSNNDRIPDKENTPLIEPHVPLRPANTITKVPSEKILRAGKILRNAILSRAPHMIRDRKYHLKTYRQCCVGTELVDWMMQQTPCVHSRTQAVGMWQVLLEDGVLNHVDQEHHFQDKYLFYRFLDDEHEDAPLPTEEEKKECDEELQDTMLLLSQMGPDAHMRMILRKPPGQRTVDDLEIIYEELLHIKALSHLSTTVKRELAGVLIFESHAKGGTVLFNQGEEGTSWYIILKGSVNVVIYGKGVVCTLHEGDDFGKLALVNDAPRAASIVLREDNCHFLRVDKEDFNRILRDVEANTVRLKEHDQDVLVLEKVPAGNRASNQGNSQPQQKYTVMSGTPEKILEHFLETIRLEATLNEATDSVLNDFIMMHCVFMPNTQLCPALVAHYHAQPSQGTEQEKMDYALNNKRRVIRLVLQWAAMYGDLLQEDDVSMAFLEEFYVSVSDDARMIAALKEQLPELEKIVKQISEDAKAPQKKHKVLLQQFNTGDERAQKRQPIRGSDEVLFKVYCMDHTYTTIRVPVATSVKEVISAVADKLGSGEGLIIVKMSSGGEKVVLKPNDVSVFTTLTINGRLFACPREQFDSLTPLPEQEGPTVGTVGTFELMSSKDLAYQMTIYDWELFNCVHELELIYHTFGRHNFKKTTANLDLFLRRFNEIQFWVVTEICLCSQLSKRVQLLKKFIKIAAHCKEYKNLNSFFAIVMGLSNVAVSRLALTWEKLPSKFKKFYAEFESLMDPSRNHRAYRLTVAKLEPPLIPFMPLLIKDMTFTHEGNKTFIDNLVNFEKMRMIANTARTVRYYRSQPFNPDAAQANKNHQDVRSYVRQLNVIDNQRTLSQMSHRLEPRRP
pAkt inh: inhibitors of Akt phosphorylation | Neuro2A IGF-stimulated pAkt S473 HTRF, 20 min; stronger effect = lower value | activity change, % for hits at 50 µM | 360,000 tested, 0.32% active | AID 651550; in the data active means activity change below about -80%; inconclusive means mostly about -51% to -80%; further: on the % scale 0 is the no-effect control and ±100 the full control effect
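Neuro2A cells in DMEM with 0.5% FBS, overnight at 37 deg C, given compound at single 50 µM final, then IGF (6 nM final) for 20 min at 37 deg C. Lysed; phospho-Akt Ser473 by HTRF after 24 h, 665/615 ratio.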
EPAC2 ag: agonists of human EPAC2 (RAPGEF4). EPAC2 activation, biochemical qHTS; response scale: 100% = 6.5 mM cAMP response. Potency, µM (titrated, usually from 154 µM), inactives show top-dose activation, most hits filed as activators. 360,000 tested, 0.079% active; further: potency means the concentration at half of the fitted maximal effect; nearly all actives have a fitted effect of over 50% in size
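Compounds were added across a concentration range to EPAC2 (100 nM), RAP1B-BODIPY-GDP (250 nM) and GDP (50 uM). After 5 min at room temperature, fluorescence was recorded at 5-min intervals for 30 min.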
* hit, by the source's call; i = inactive; ? = inconclusive; . = not tested or not shown; [ ] = dose if it differs, or a comment. Unless noted, the call rests on the fitted dose curve; in most records, active means well fitted curve in the direction sought with a large enough effect; inconclusive means small, poorly fitted or top-dose-only effect, or another doubt; inactive means no such curve, though single readings can be large; an effect the other way counts as inactive or inconclusive.

smiles | DRD3 agonist | D3 antag | PTHR1 agonist | CCT modulator | Mm-Cpn inhibitor | EPAC2 antag | pAkt inh | EPAC2 ag
O=C(CCCCCCC(=O)c1ccccc1)c1ccccc1 | 7.9 | 8.0 | -15.4% | 1.8 | -0.3% | 1.0% | i | 13.0%
c1ccn2cc(C34CC5CC(CC(C5)C3)C4)nc2c1 | -3.4 | 8.0 | -21.4% | -2.4 | 1.3% | -8.1% | i | 2.9%
COc1ccccc1OC(C)C(=O)N1CC(=O)Nc2ccccc21 (centres undefined) | 5.0 | 10.6 | -3.3% | -1.3 | 0.2% | 0.5% | i | 10.1%
O=C(NCCN1CCOCC1)Nc1ccc(Cl)cc1Cl | -9.3 | -6.5 | -4.2%[57.5 µM] | -0.3 | 1.9% | 0.9% | i | 10.1%
CCOC(=O)C1(C)CCN1C(=O)c1ccc(C)cc1 (centres undefined) | 8.6 | 13.3 | -14.8% | 0.7 | . | 10.7% | i | -6.9%
COc1ccc(C(=O)n2nc(-c3ccco3)nc2N)cc1 | 0.8 | 13.3 | i | -3.3 | 1.0% | 0.4% | i | -0.6%
Cc1nn(-c2ccccc2)c(C)c1/C=N/NC(=O)CSc1nc2ccccc2c(=O)n1-c1ccccc1 | 2.0 | 13.8 | i | -0.9 | -2.9% | 6.0% | i | 7.5%
Cn1nnnc1SCc1nc2ccccc2s1 | -2.5 | -5.6 | -18.6% | 0.0 | -2.8% | 19.6% | i | 3.2%
O=C1CC(N2CCN(c3ccccc3)CC2)C(=O)N1Cc1ccc(Cl)cc1 (centres undefined) | 2.9 | 10.7 | -22.8% | 1.2 | -0.1% | -16.8% | i | -8.9%
O=C(NN=C1CCN(Cc2ccccc2)CC1)c1ccccc1 | -18.5 | -12.0 | i | -6.0 | 0.1% | -10.5% | i | 7.4%
O=c1cc(O)nc[nH]1 | -11.2 | -5.1 | -0.5% | -1.7 | -1.1% | 21.5% | i | 3.5%
Cc1ccc(NC(=O)CSCc2n[nH]c(=O)[nH]2)c(Br)c1 | 3.9 | 5.8 | i | 0.4 | -2.0% | 1.5% | i | 3.2%
COc1ccc(-c2oc3ccc(-c4ccc5c(c4)OCO5)cc3c2C#CC2(O)CCCCC2)cc1 | 13.5 | 25.4 | 22.2% | 0.2 | . | 11.5% | i | 10.1%
O=C(Nc1ccccc1)Nc1snnc1C(=O)Nc1cccc(O)c1 | 2.5 | 10.1 | i | -3.1 | -7.7% | 1.5% | i | 4.0%
Cc1ccc(Cn2c(=N)c(C(=O)NC3CCCC3)cc3c(=O)n4ccccc4nc32)cc1 | 3.0 | 10.2 | i | 1.9 | -2.8% | 2.4% | i | -41.1%[inhibitor]
Cc1ccc(S(=O)(=O)/N=C(\CN2CCOCC2)N2CCCC2)cc1 | -5.8 | -29.5 | i | -5.4 | -1.5% | 14.7% | i | 5.2%
O=c1c2ccccc2nc(-c2ccccc2)n1CCCN1CCOCC1 | 0.9 | 13.8 | 4.3%[57.5 µM] | -2.4 | -2.1% | -11.2% | i | 5.0%
CCC(=O)c1ccc(OCC(=O)OCC(=O)c2cc(C)n(CC3CCCO3)c2C)cc1 (centres undefined) | 0.6 | 0.0 | i | -2.3 | 0.0% | -0.1% | i | 9.7%
COCc1cc(C)nc2sc(C(=O)Nc3ccccc3F)c(N)c12 | 0.5 | 2.4 | -5.6% | -0.3 | -5.9% | -5.8% | i | -3.0%
COc1ccccc1NC(=O)C1=C(C)Nc2nc(CCCO)nn2C1c1cccnc1 (centres undefined) | 3.9 | -18.6 | i | -3.3 | -0.6% | 11.3% | i | -6.1%
CCN1C/C(=C\c2cc(OC)c(OC)c(OC)c2)C2=NN(c3ccccc3)C(c3cc(OC)c(OC)c(OC)c3)C2C1 (centres undefined) | -4.8 | -3.3 | i | -2.1 | . | -1.8% | i | -6.5%
O=C(c1ccccc1)N1CCCCC(Sc2nnc3ccccn23)C1=O (centres undefined) | 1.3 | -13.7 | i | 5.4 | -0.5% | 8.5% | . | 3.3%
CCN(CC)S(=O)(=O)c1ccc(C)c(NC(=O)COc2ccc(Cl)cc2Br)c1 | 1.5 | -23.5 | i | -55.9* | 1.8% | -3.1% | i | 8.5%
N=c1c(C(=O)NCc2ccc(F)cc2)cc2c(=O)n3ccccc3nc2n1Cc1cccnc1 | -1.4 | -4.7 | 24.3% | -1.1 | 1.0% | -7.1% | i | 12.6%
CCOc1ccc(N2C(=O)C3C4C=CC(CC4)C3C2=O)c([N+](=O)[O-])c1 (centres undefined) | -6.5 | -4.4 | i | -1.7 | -0.4% | 6.9% | i | -5.3%
CCC(=O)Nc1ccc(C(=O)COC(=O)c2nc3nccc(C)n3n2)cc1 | 0.0 | 2.2 | -3.6% | -1.3 | -0.3% | 2.6% | i | 2.6%
CCOc1cc(O)c(-c2[nH]ncc2-c2nc(C)cs2)cc1CC | -6.3 | -18.4 | -29.1% | -4.7 | 1.8% | ? | i | 1.3%
CC(C)NCCCCOc1ccc(Br)cc1Cl | -1.9 | -70.8* | i | -1.2 | -0.4% | -1.1% | i | 4.0%
Cn1c(SCC(=O)NCc2ccco2)nnc1-c1ccc(S(=O)(=O)N2CCOCC2)cc1 | 15.8 | 10.0 | -5.2%[57.5 µM] | -1.0 | -2.0% | -0.2% | i | -4.2%
CC(CCc1ccccc1)NC(=O)c1ccc(NC(=O)c2cccc(Br)c2)cc1 (centres undefined) | 4.8 | 1.7 | -15.2% | -3.9 | -18.3% | -0.7% | i | 0.7%
CN(C(=O)CC1C(=O)NCCN1Cc1cccc(F)c1F)C1CC(C)(C)NC(C)(C)C1 (centres undefined) | -0.6 | -18.2 | i | -1.7 | 1.7% | 0.0% | i | 4.5%
COc1cc(OC)cc(C(=O)NC2CCSc3ccccc32)c1 (centres undefined) | 2.7 | -6.3 | i | -0.8 | -0.8% | -14.9% | i | 16.6%
COc1ccccc1OCC(=O)NCC1CCCN(C(=O)c2ccccc2SC)C1 (centres undefined) | 3.2 | 2.9 | -26.6% | -0.2 | -4.4% | -0.5% | i | -1.2%
CCCCc1c(O)nc(SCC(=O)NC(C)(C)C)n(-c2ccccc2C)c1=O | -2.5 | -0.3 | 12.8% | -3.5 | 0.4% | -12.2% | i | -1.4%
Cc1ccc(S(=O)(=O)CCC(=O)OCC(=O)NCc2ccc(Cl)cc2)cc1 | -3.9 | 6.6 | i | -0.9 | -1.0% | 2.7% | i | 1.2%
NS(=O)(=O)c1ccc(CCNC(=O)/C=C/c2ccc(S(=O)(=O)N3CCOCC3)cc2)cc1 | 2.0 | 1.7 | -38.2%[inhibitor] | 0.7 | . | 1.5% | i | 7.1%
CC(C(=O)Nc1sccc1C(N)=O)N1C(=O)C2CC=CCC2C1=O (centres undefined) | 5.8 | 13.0 | i | 0.8 | 0.8% | 9.0% | i | 11.6%
O=C(NC1CC1)C1C2C3C4CC5C3C5C4C12 (centres undefined) | 8.5 | 10.3 | -2.6%[57.5 µM] | 0.5 | 0.2% | 3.2% | i | 6.2%
C=CCn1c(SCC(=O)c2ccc(O)c(O)c2)nnc1-c1ccc(OC)cc1 | -1.7 | -9.4 | -44.0%[inhibitor] | 2.1 | -4.7% | -11.4% | i | -4.6%
CCOC(=O)C1CCN(C(=O)COc2ccc(Br)cc2Br)CC1 | 2.0 | 5.9 | -6.9% | 0.0 | 3.2% | 0.2% | i | -2.9%

Single records (already shown). Order of screens: DRD3 agonist | D3 antag | PTHR1 agonist | CCT modulator | Mm-Cpn inhibitor | EPAC2 antag | pAkt inh | EPAC2 ag
O=C(Nc1ccccc1)Nc1snnc1C(=O)Nc1cccc(O)c1 across the screens: 2.5 | 10.1 | i | -3.1 | -7.7% | 1.5% | i | 4.0%
Cc1ccc(Cn2c(=N)c(C(=O)NC3CCCC3)cc3c(=O)n4ccccc4nc32)cc1 across the screens: 3.0 | 10.2 | i | 1.9 | -2.8% | 2.4% | i | -41.1%[inhibitor]
CCOc1ccc(N2C(=O)C3C4C=CC(CC4)C3C2=O)c([N+](=O)[O-])c1 (centres undefined) across the screens: -6.5 | -4.4 | i | -1.7 | -0.4% | 6.9% | i | -5.3%

(cont.)
smiles | DRD3 agonist | D3 antag | PTHR1 agonist | CCT modulator | Mm-Cpn inhibitor | EPAC2 antag | pAkt inh | EPAC2 ag
CN(C)CC(NC(=O)c1cccc(S(=O)(=O)Nc2ccc3c(c2)OCO3)c1)c1ccccc1 (centres undefined) | -5.4 | -19.1 | -8.9% | -4.0 | 2.3% | -5.5% | i | 8.9%
COc1cc(C=NNC(=O)C(=O)Nc2cccc(Cl)c2)cc(OC)c1O | -1.0 | 12.9 | -8.6% | -4.5 | . | 7.0% | i | 10.1%
C=CCNC(=O)Nc1ccc(F)cc1F | -0.9 | -3.4 | -1.0% | -0.2 | -2.6% | -5.5% | i | 2.2%
Cc1c(NC(=O)CN2C(=O)NC(C)(c3ccc4c(c3)OCCO4)C2=O)c(=O)n(-c2ccccc2)n1C (centres undefined) | 1.6 | 10.5 | i | -1.3 | -1.6% | 11.6% | i | -2.7%
CCCOc1ccc(C(C(=O)OCCN(CC)CC)c2ccccc2)cc1 (centres undefined) | -13.3 | -27.8 | -1.2% | 0.6 | -2.7% | 11.0% | i | 4.1%
CCOC(=O)c1ccc(N=c2sc(C(=O)OC)cc(=O)n2C2CC2)cc1 | -0.3 | -3.0 | i | 0.6 | -0.2% | 4.9% | i | -4.9%
Cc1ccc(NC(=O)c2cnn(-c3ccccc3)c2C)c(C)c1 | 8.5 | 15.2 | -19.9% | -4.4 | 0.3% | 8.7% | i | -1.0%
Cc1ccc2cccc(NC(=S)NC(=O)c3ccn(C)n3)c2n1 | -14.0 | -21.4 | i | -3.2 | -3.8% | -2.0% | i | -1.5%
Cc1cccc(/C=N/NC(=O)c2ccc(NC(=O)c3ccccc3Cl)cc2)n1 | -5.9 | 6.0 | -6.7% | 2.1 | 2.0% | 12.4% | i | 3.4%
COc1ccc(S(=O)(=O)Nc2ccccn2)cc1 | 1.7 | 5.9 | i | 0.5 | 1.0% | 5.2% | i | 2.4%

Screening results deposited in PubChem BioAssay by National Center for Advancing Translational Sciences (NCATS).

These rows are one share of the data. The share of hits here may be higher or lower than overall.
